TSG101-PTAP inh = blocks PTAP/TSG101 interaction to inhibit HIV-1 budding | Q99816 | Fluorescence polarization, FITC-PTAP peptide / Tsg101 binding | Potency, µM (top dose mostly 115 µM), inactives show top-dose activity change, negative = inhibition, usual class: inhibitors | 340,000 tested, under 10 active | AID 493005; active = well fitted inhibition curve with a large enough effect in the main read-out, with a control signal flat, not every such curve was filed as active; inconclusive = small, poorly fitted or top-dose-only effect, or effect the other way, or a change in a side signal; inactive = no such curve, though single readings can be large or run the other way; note: potency is the fitted concentration of half-maximal effect; % of control where 0% means no effect
Target sequence (Q99816 whole entry, looked up): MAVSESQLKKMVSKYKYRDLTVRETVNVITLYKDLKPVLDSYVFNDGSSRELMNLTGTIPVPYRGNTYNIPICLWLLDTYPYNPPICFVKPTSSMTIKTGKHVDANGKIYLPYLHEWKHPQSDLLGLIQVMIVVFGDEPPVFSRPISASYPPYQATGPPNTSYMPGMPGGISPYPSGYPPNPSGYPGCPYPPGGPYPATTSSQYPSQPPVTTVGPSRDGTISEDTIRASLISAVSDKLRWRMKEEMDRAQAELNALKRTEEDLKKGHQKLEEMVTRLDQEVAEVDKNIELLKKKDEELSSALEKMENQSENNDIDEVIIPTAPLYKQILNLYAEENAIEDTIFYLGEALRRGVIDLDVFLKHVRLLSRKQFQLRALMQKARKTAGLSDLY
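Fluorescence polarization binding of Tsg101 binding domain (10 uM final) to FITC-labeled PTAP peptide (50 nM final) in HEPES pH 7.5 buffer with NaCl, Tween 20, EDTA, TCEP. Compounds added before peptide; binding 20 min at RT.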
B2AR arrestin = beta2AR (human) beta-arrestin recruitment activity. beta-arrestin recruitment to beta2AR, cell-based reporter. Potency, µM (titrated, usually from 46.1 µM), inactives show top-dose activation, usual class: activators. 330,000 tested, 0.02% active. AID 492947;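 note: potency is the fitted concentration of half-maximal effect; 0% = DMSO controls and full agonism = EC100 isoproterenol or metaproterenol; nearly all actives have a fitted effect of over 65% in size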
uPA surface inh = cell surface uPA generation inhibition; cell surface uPA generation assay, qHTS; Potency, µM (doses to about 38.3 µM), inactives show at the highest dose activity change, negative = inhibition, hits mostly inhibitors; 330,000 tested, 0.31% active; AID 540303; active = well fitted inhibition curve with a large enough effect; inconclusive = small, poorly fitted or top-dose-only effect; inactive = no such curve, though single readings can be large or run the other way; tested in mouse RAW 264.7 cells; note: potency is the fitted concentration of half-maximal effect; % is set by controls: 0 for no effect and ±100 for the full control effect; nearly all actives have a fitted effect of over 55% in size
Tb PFK block = inhibitors of T. brucei phosphofructokinase; T. brucei PFK, ADP-Glo luminescence; Potency, µM (doses to about 57.5 µM), for inactives: at the highest dose activity, negative = inhibition, actives largely listed as inhibitors; O15648; 330,000 tested, 0.17% active;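 note: potency is the fitted concentration of half-maximal effect; 0% = uninhibited 1x PFK enzyme wells and -100% = no-enzyme wells; nearly all actives have a fitted effect of over 60% in size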
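PFK 1.25 nM, F6P 0.5 mM, ATP 0.1 mM, 0.1 M TEA pH 8.0, 5 mM MgCl2, 0.01% Tween20, 0.1% BSA; 45 min RT. ADP-Glo readout. qHTS titration up to 57 uM; curves fitted, compounds curve-classed.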
TCR act = T cell receptor activation; primary human leukocytes, anti-CD3, IL-2 HTRF, 48 h; Potency, µM (series often up to 9.22 µM), for the others: at the top dose activation of IL-2 secretion, hits mostly activators; 330,000 tested, under 10 active; AID 504894; note: % of control where 0% means no effect
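Primary human leukocytes receive a-CD3 beads and test compound and are incubated 48 hr. Secreted IL-2 is then assayed by HTRF, measuring 665nm acceptor emission after 320nm excitation of the europium donor.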
ELG1 DNA repair = blocks ELG1-dependent DNA repair in HEK293T cells. HEK293T ELG1-luciferase reporter, luminescence, 16 h; DNA damage induced by 5-fluorouridine. Potency, µM (doses to about 46.1 µM), without a hit: at the highest dose activity change, negative = inhibition, usual class: inhibitors. 330,000 tested, 2.3% active. AID 504467; note: potency is the fitted concentration of half-maximal effect; % is set by controls: 0 for no effect and ±100 for the full control effect; nearly all actives have a fitted effect of over 55% in size
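5-Fluorouridine DNA damage + compound/DMSO, 2,000 cells/well, 16 h, 37 °C/5% CO2. ONE-Glo, 30 min RT, luminescence. Readout = decrease in reporter signal.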
Mito fusion yeast = inhibitors of mitochondrial division or activators of mitochondrial fusion. S. cerevisiae fusion-defective mutant growth rescue, CellTiterGlo 48 h. 320,000 tested, 0.23% active. Potency, µM (series often up to 46.1 µM), inactives show at the highest dose growth rescue (activation), hits mostly activators. AID 485298;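 note: potency is the fitted concentration of half-maximal effect; % of control where 0% means no effect; nearly all actives have a fitted effect of over 45% in size; temperature-sensitive fusion mutants such as fzo1-1 at 37 °C on non-fermentable ethanol glycerol medium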
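Compounds are tested for their ability to restore growth of mitochondrial fusion-defective yeast strains at non-permissive 37C in YPEG medium over 48 hours. Viability is quantified by luciferase luminescence.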
TSHR antagonist = blocks TSH signaling through the human TSH receptor; P16473; TSHR-expressing cells, TSH-stimulated cAMP HTRF, 2 h; stronger effect = lower value; 330,000 tested, 0.2% active; activity change, negative = inhibition, % at 11.5 µM;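 active = activity change below a set negative limit, meaning inhibition stronger than a set level, cut at about -70% in these data; inconclusive = activity change between two set negative limits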; note: % is set by controls: 0 for no effect and ±100 for the full control effect
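TSHR-expressing cells, 200/well, pre-treated with compound, then stimulated with EC80 TSH (4nM final) for 2 hours at 37 deg C. cAMP measured by competitive HTRF: anti-cAMP cryptate antibody in lysis buffer plus cAMP-d2, read after 30 minutes at room temperature.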
Eya2 inh = inhibitors of human Eya2 phosphatase activity; 330,000 tested, 0.006% active; recombinant Eya2, OMFP fluorescence dephosphorylation (OMFP is methylfluorescein phosphate); AID 488837; Potency, µM (series often up to 76.9 µM), inactives show at the highest dose activity, negative = inhibition, most hits filed as inhibitors; O00167; note: potency is the fitted concentration of half-maximal effect; % is set by controls: 0 for no effect and ±100 for the full control effect
Target sequence (O00167 whole entry, looked up): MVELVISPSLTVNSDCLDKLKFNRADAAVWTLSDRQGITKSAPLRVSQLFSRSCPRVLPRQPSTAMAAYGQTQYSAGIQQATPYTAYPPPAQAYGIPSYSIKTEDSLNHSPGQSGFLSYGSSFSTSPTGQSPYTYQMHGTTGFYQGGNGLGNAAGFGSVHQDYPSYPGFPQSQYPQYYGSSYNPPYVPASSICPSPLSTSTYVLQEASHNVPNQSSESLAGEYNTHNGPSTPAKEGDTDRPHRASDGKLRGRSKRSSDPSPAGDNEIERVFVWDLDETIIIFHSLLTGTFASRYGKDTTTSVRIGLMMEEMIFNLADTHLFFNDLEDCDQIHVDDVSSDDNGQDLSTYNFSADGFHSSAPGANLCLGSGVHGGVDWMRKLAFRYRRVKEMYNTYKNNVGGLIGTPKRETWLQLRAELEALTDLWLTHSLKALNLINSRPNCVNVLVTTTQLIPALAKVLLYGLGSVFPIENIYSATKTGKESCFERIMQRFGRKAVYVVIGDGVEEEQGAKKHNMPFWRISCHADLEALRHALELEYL
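Eya2 (0.2 uM) preincubated 10 min at ambient with compound, then OMFP substrate added at 50 uM; 10 min reaction in 50 mM HEPES pH 7.5, 50 mM NaCl, 5 uM MgCl2, 0.05% BSA, 1 mM DTT. Fluorescence read at Ex 485/Em 525 nm.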
Chronic BCR inh = inhibitors of chronic active B-cell receptor signaling; 340,000 tested, 0.05% active; Potency, µM (highest dose often 46.1 µM), for the others: at the highest dose ratio change, negative = lower green/red ratio, actives largely listed as inhibitors; ABC-DLBCL IkBa-CBG/CBR reporter, luminescence ratio, 4 h; active = well fitted inhibition curve with a large enough effect in the signal ratio, with a control signal flat, not every such curve was filed as active; inconclusive = small, poorly fitted or top-dose-only effect, or effect the other way, or a change in a side signal; the % refers to the signal ratio;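 note: potency is the fitted concentration of half-maximal effect; plate controls were basal doxycycline-induced cells for no effect and cells given 10 µM MG132 for full effect; MG132 reads +100%, hits lower the ratio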
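Concentration-response series (up to 46 uM) were applied to TMD8 dual-reporter cells for 4 h at 37C with doxycycline. Green/red ratio, after filter-overlap correction, defined %Activity; red signal alone was normalised to basal cells and zero luminescence.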
USP2a inh = inhibitors of human ubiquitin-specific protease USP2a. O75604. USP2 core, Ub-CHOP2 coupled fluorogenic reporter, 485/531. Potency, µM (top dose mostly 38.3 µM), inactives show at the top dose activity change, negative = inhibition, usual class: inhibitors. 330,000 tested, 0.01% active. AID 463254;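 note: potency is the fitted concentration of half-maximal effect; plate controls were DMSO wells for no effect and full inhibition by NEM control for full effect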
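Cell-free coupled assay: 10nM USP2 core preincubated 30min RT with compound in Tris-HCl pH 8.0/CaCl2/CHAPS buffer, then 25nM Ub-CHOP2 and 25nM reporter substrate; fluorescence (Ex 485/Em 531) read after 60min RT, normalized to NEM inhibition, concentration-response curves fitted.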
* hit, by the source's call; [ ] = remark or other dose. Unless noted, calls come from the whole dose curve; as a rule, active = well fitted curve in the direction sought with a large enough effect; inconclusive = small, poorly fitted or top-dose-only effect, or another doubt; inactive = no such curve, though single readings can be large; an effect the other way counts as inactive or inconclusive. Rows are unselected. Share with any hit: about 3%.

Screening O=C(OCc1ccccc1F)c1cc([N+](=O)[O-])ccc1N1CCOCC1 returned TSG101-PTAP inh 1.6%, B2AR arrestin -0.4%, uPA surface inh -3.7%, Tb PFK block 5.4%, TCR act 1.1%, ELG1 DNA repair 1.3%, Mito fusion yeast 6.8%, TSHR antagonist -1.1, Eya2 inh -24.3%, Chronic BCR inh -1.0% and USP2a inh -4.1%.
CC(=O)c1c(-c2ccc(C)cc2)nc2c3ccccc3ccn12 was read as TSG101-PTAP inh -1.3%, B2AR arrestin 0.1%, uPA surface inh -1.8%, Tb PFK block 2.6%, TCR act -6.2%, ELG1 DNA repair inconclusive, Mito fusion yeast -13.0%, TSHR antagonist -14.8, Eya2 inh 3.6%, Chronic BCR inh inconclusive and USP2a inh 0.5%.
CN(CC(=O)NCCc1ccc(S(N)(=O)=O)cc1)CC(=O)Nc1ccccc1Cl was read as TSG101-PTAP inh 1.0%, B2AR arrestin -0.2%, uPA surface inh -1.1%, Tb PFK block -3.0%, TCR act -2.1%, ELG1 DNA repair 8.7%, Mito fusion yeast -1.0%, TSHR antagonist -2.2, Eya2 inh 8.3%, Chronic BCR inh -0.2% and USP2a inh 1.8%.
`CC1(C)Oc2ccc3ccc(=O)oc3c2/C(=C/Nc2ccc(O)cc2)C1=O` gave TSG101-PTAP inh -0.8%, B2AR arrestin 0.1%, uPA surface inh -2.4%, Tb PFK block 0.6%, TCR act -21.5%, ELG1 DNA repair inconclusive, Mito fusion yeast 16.4%, TSHR antagonist -3.7, Eya2 inh -10.0%, Chronic BCR inh 8.1% and USP2a inh 0.1%.
`Cc1cc(C)c(C#N)c(SCC(=O)NN2CC(=O)N(c3ccccc3F)CC2=O)n1` gave TSG101-PTAP inh -3.6%, B2AR arrestin -0.8%, uPA surface inh 0.3%, Tb PFK block -6.2%, TCR act 0.2%[46.1 µM], ELG1 DNA repair 0.2%, Mito fusion yeast 2.6%, TSHR antagonist 26.3, Eya2 inh 5.5%, Chronic BCR inh 5.7% and USP2a inh 0.9%.
For O=C(CSc1nc(=O)n(CCCN2CCOCC2)c2c1CCC2)Nc1ccc(F)cc1F the results were TSG101-PTAP inh 1.4%, B2AR arrestin -0.3%, uPA surface inh -0.4%, Tb PFK block 21.0%, TCR act -1.7%, ELG1 DNA repair -9.7%, Mito fusion yeast -8.0%, TSHR antagonist 4.9, Eya2 inh 8.9%, Chronic BCR inh inconclusive and USP2a inh 2.7%.
Screening O=C(C1CCN(Cc2nc(Cc3cccc(F)c3)no2)CC1)N1CCOCC1 returned TSG101-PTAP inh -5.5%, B2AR arrestin 0.0%, uPA surface inh -0.6%, Tb PFK block -2.8%, TCR act -1.3%, ELG1 DNA repair 3.2%, Mito fusion yeast 4.7%, TSHR antagonist -1.8, Eya2 inh -10.2%, Chronic BCR inh -5.0% and USP2a inh 0.0%.
`C1CN(c2nc3nonc3n3nnnc23)CCO1` gave TSG101-PTAP inh -2.5%, B2AR arrestin -0.2%, uPA surface inh 1.3%, Tb PFK block 2.0%, TCR act -1.5%, ELG1 DNA repair 15.9%, Mito fusion yeast 0.3%, TSHR antagonist -6.8, Eya2 inh 11.6%, Chronic BCR inh -0.2% and USP2a inh -0.2%.
For O=C(Nc1nc(-c2ccc(F)cc2)cs1)c1cnccn1 the results were TSG101-PTAP inh 2.2%, B2AR arrestin -0.1%, uPA surface inh 8.6%, Tb PFK block -4.9%, TCR act 3.8%[46.1 µM], ELG1 DNA repair 19.5%, Mito fusion yeast -6.6%, TSHR antagonist -0.6, Eya2 inh 3.7%, Chronic BCR inh 5.1% and USP2a inh 3.7%.
Cc1ccc(S(=O)(=O)N(C)C)cc1NC(=O)c1cc(C(C)(C)C)nn1Cc1ccccc1 was read as TSG101-PTAP inh -6.3%, B2AR arrestin 0.2%, uPA surface inh -17.3%, Tb PFK block 3.7%, TCR act 3.0%, ELG1 DNA repair inconclusive, Mito fusion yeast 0.8%, TSHR antagonist -26.8, Eya2 inh -7.1%, Chronic BCR inh 19.7% and USP2a inh 2.0%.
`CC(C)Cn1c(C(C)C)nc([N+](=O)[O-])c1Sc1ccc(Cl)cn1` gave TSG101-PTAP inh -3.9%, B2AR arrestin 0.7%, uPA surface inh -4.3%, Tb PFK block -4.2%, TCR act -2.9%[46.1 µM], ELG1 DNA repair -6.9%, Mito fusion yeast 12.4%, TSHR antagonist -5.3, Eya2 inh -12.1%, Chronic BCR inh inconclusive and USP2a inh -2.4%.
`OC(CNCC(c1ccco1)N1CCCCC1)c1ccccc1` (configuration not stated) gave TSG101-PTAP inh -4.0%, B2AR arrestin 7.7%, uPA surface inh 1.8%, Tb PFK block -22.4%, TCR act 0.9%, ELG1 DNA repair inconclusive, Mito fusion yeast -0.8%, TSHR antagonist 22.4, Eya2 inh 10.6%, Chronic BCR inh 5.0% and USP2a inh 2.8%.
`Nc1nc(-c2ccccn2)nc(N)c1Cc1ccccc1F` gave TSG101-PTAP inh -3.1%, B2AR arrestin -0.2%, uPA surface inh -15.0%, Tb PFK block -3.9%, TCR act 7.2%, ELG1 DNA repair inconclusive, Mito fusion yeast -8.2%, TSHR antagonist 8.7, Eya2 inh 17.0%, Chronic BCR inh -1.6% and USP2a inh 3.8%.
Screening CCOC(=O)c1cccc(NC(=O)c2cc3ccccc3o2)c1 returned TSG101-PTAP inh -2.4%, B2AR arrestin -0.8%, uPA surface inh inconclusive, Tb PFK block 1.1%, ELG1 DNA repair inconclusive, Mito fusion yeast -1.4%, TSHR antagonist 4.5, Eya2 inh 6.3%, Chronic BCR inh inconclusive and USP2a inh 0.7%.
`Cc1cc(OCC(=O)N2CCCC2)ccc1Cl` gave TSG101-PTAP inh -1.8%, B2AR arrestin 0.4%, uPA surface inh -1.6%, Tb PFK block 4.4%, TCR act 2.3%, ELG1 DNA repair inconclusive, Mito fusion yeast -1.7%, TSHR antagonist -6.2, Eya2 inh -3.6%, Chronic BCR inh -6.0% and USP2a inh -5.1%.
For COc1ccc(Cc2noc(CN(C)CCc3ccccc3)n2)cc1OC the results were TSG101-PTAP inh -10.5%, B2AR arrestin -0.7%, uPA surface inh -1.6%, Tb PFK block 0.0%, TCR act -4.8%, ELG1 DNA repair inconclusive, Mito fusion yeast 8.4%, TSHR antagonist 10.1, Eya2 inh -8.8%, Chronic BCR inh inconclusive and USP2a inh 1.8%.
Screening CCN(CC(=O)NCc1cccs1)C(=O)c1cc(S(=O)(=O)N2CCCCC2)ccc1Cl returned TSG101-PTAP inh -5.5%, B2AR arrestin -0.2%, uPA surface inh 11.3%, Tb PFK block 2.2%, TCR act 1.5%, ELG1 DNA repair -3.0%, Mito fusion yeast -3.3%, TSHR antagonist 0.4, Eya2 inh -12.5%, Chronic BCR inh 8.2% and USP2a inh 0.9%.
`COc1ccc(C(=O)Nc2cc(Cl)ccc2OC(=O)c2ccc(OC)cc2)cc1` gave TSG101-PTAP inh -0.2%, B2AR arrestin 0.0%, uPA surface inh -5.0%, Tb PFK block -3.7%, TCR act 1.2%, ELG1 DNA repair inconclusive, Mito fusion yeast -2.2%, TSHR antagonist 5.0, Eya2 inh 16.2%, Chronic BCR inh inconclusive and USP2a inh 4.2%.
O=C(N/N=C/c1cc(Cl)cc(Cl)c1O)c1ccncc1 was read as TSG101-PTAP inh inconclusive, B2AR arrestin 0.1%, uPA surface inh 3.16µM*, Tb PFK block -3.4%, TCR act -4.6%, ELG1 DNA repair inconclusive, Mito fusion yeast -0.6%, TSHR antagonist 1.3, Eya2 inh 17.1%, Chronic BCR inh 13.5% and USP2a inh inconclusive.
Screening Cn1c(CNc2cccc(Cl)c2)nnc1SCC#N returned TSG101-PTAP inh 2.3%, B2AR arrestin -0.3%, uPA surface inh -6.3%, Tb PFK block -17.9%, TCR act -2.5%, ELG1 DNA repair -1.1%, Mito fusion yeast 11.9%, TSHR antagonist -0.6, Eya2 inh -15.4%, Chronic BCR inh 1.1% and USP2a inh 2.2%.
`N#Cc1ccc(-c2ccc(F)cc2)nc1Sc1ccc(F)cc1` gave TSG101-PTAP inh 0.0%, B2AR arrestin 0.0%, uPA surface inh 4.3%, Tb PFK block 0.7%, TCR act -3.6%, ELG1 DNA repair inconclusive, Mito fusion yeast -0.6%, TSHR antagonist -8.0, Eya2 inh -7.4%, Chronic BCR inh -23.6% and USP2a inh 0.7%.
Screening CCCCn1c(O)c(N=Nc2ccccc2O)c2ccccc21 returned TSG101-PTAP inh 7.0%, B2AR arrestin -0.5%, uPA surface inh 0.5%, Tb PFK block -0.1%, TCR act 1.3%, ELG1 DNA repair 1.2%, Mito fusion yeast -18.2%, TSHR antagonist -0.9, Eya2 inh -13.8%, Chronic BCR inh -15.7% and USP2a inh 1.2%.

From PubChem BioAssay
